Compound activity from PubChem BioAssay.
FECH block = human FECH heme synthesis enzyme inhibition; actives 3.3% (n = 20,000); P22830; AID 1671448; purified FECH, Ni-mesoporphyrin absorbance 550 nm; calls only at 10 µM (by protocol);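 active = enzyme reaction rate more than 3 SD below the solvent-only control wells on the same plate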;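 note: lower slope than DMSO wells means FECH inhibition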
Target sequence (P22830 whole entry, looked up): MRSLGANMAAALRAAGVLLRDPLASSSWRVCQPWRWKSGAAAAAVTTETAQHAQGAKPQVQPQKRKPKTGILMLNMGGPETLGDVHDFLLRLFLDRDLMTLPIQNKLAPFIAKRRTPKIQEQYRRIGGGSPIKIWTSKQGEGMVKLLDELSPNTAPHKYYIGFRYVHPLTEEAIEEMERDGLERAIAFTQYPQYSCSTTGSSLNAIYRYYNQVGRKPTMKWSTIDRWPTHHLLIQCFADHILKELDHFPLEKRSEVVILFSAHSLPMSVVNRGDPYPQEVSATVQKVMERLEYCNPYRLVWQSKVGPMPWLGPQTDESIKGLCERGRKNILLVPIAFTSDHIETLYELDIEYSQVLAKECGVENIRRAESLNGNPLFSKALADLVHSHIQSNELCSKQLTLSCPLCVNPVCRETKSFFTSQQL
Calls only; i = inactive; + = active, no number. Not all compounds are listed; the hit share may differ from the screen's.

mol | FECH block
CSc1nc(-c2ccc(C)cc2)c(C#N)c(N2CCN(CCO)CC2)n1 | i
O=C(CSCc1nc(-c2ccccc2)no1)N1CCc2ccccc21 | i
COc1ccc(-c2[nH]ncc2CN2CCN(C)C(C(=O)O)C2)cc1OC (stereo unspecified) | i
COc1ccc(NS(=O)(=O)c2cc(N3C(=O)CCS3(=O)=O)ccc2OC)cc1 | i
CC1CCC(NS(=O)(=O)c2ccc3c(c2)CCN3C(=O)CCC(=O)N2CCCC2)CC1 (stereo unspecified) | i
CC(=O)OCc1c(C)cc(C)c(CNCc2cnc(C)cn2)c1C | i
Cc1ccc(NC(=O)CSc2nnc(-c3ccccc3NC(=O)c3ccccc3)c(=O)[nH]2)cc1 | i
CCCc1c(C)nc2ncnn2c1Sc1ccc(NC(=O)c2cc(OC)cc(OC)c2)cc1 | +
Cc1cccc(C(C(=O)NCCn2ccnc2)N(C)C)c1 (stereo unspecified) | i
CC(C)NC(=O)C1CCC(Cn2c(=O)c3sccc3n(CC(=O)N3CCCC3)c2=O)CC1 (stereo unspecified) | i
CC(C)(C)c1nc(CN2CCc3onc(-c4ccc5c(c4)OCO5)c3C2)no1 | i
CN(Cc1cnn(C)c1)C(=O)c1cc(COc2cccc3cccnc23)on1 | i
Cc1csc(NC(=O)C2CCN(c3ncnc4c3nc3n4CCCCC3)CC2)n1 | i
COc1cccc(N2CCN(S(=O)(=O)c3cc(C(=O)N4CCCC4)cs3)CC2)c1 | i
O=C(CSCc1nc(-c2ccccc2)no1)Nc1ccc2c(c1)OCO2 | i
CCc1ccc(C(=O)Nc2ccccc2Sc2c(C)c(C)nc3nc(-c4ccccc4)nn23)cc1 | i
O=C(NCC(c1ccncc1)N1CCOCC1)c1cccc(-n2cccn2)c1 (stereo unspecified) | i
O=C(NC1COC2(CCCCC2)C1)c1ccco1 (stereo unspecified) | i
Cc1ccc(-c2cc(Nc3ccc(O)cc3)nc(C)n2)cc1 | i
CCOc1ccc(CNC(=O)CN2C(=O)C(CC)=C(c3ccc(OC)cc3)S2(=O)=O)cc1 | i
CCCc1c(C)nc2ncnn2c1Sc1ccc(NS(=O)(=O)c2ccc(C)cc2C)cc1 | i
O=C(NC(CO)c1cccnc1)c1cc(Cn2ccc3ccccc32)[nH]n1 (stereo unspecified) | i
CCc1ccc(S(=O)(=O)NCc2nc3cccnc3n2Cc2ccccc2Cl)cc1 | i
CSCCC(=O)N(Cc1ccc(F)cc1)CC1CCCO1 (stereo unspecified) | i
COc1ccc(C2C=C(c3ccc(Cl)cc3)Nc3nc(NS(=O)(=O)c4ccc(Cl)cc4)nn32)cc1 (stereo unspecified) | i
Cc1c(NCc2cccnc2)cccc1C(=O)NCCN1CCCC1=O | i
CCc1ccc(NS(=O)(=O)c2ccc(N)c(S(N)(=O)=O)c2)cc1 | +
COc1cccc(-c2c(Nc3ccccc3C)oc3c2c(=O)n(C)c(=O)n3C)c1 | i
CN(C)CCN(Cc1ccccc1)S(=O)(=O)NCc1ccccc1 | i
CCN(Cc1noc(C2CCC2)n1)Cc1nnc(-c2ccc(C)n2C)o1 | i
Cc1ccc(-c2cc(N3CCc4ccccc43)nc(C)n2)cc1 | i
CCCNC(=O)C1CCC(Cn2c(=O)c3sccc3n(CC(=O)N3CCCCC3C)c2=O)CC1 (stereo unspecified) | i
Cc1ccc(Cl)cc1NC(=O)CSc1ncnc2nc(N(C)C)sc12 | i
COc1cccc(N2CC(NC(=O)c3cccc(OC)c3OC)CC2=O)c1 (stereo unspecified) | i
Cc1ccc2ncccc2c1CN1CCN(C)C(C(=O)O)C1 (stereo unspecified) | i
Cc1ccc(Cl)cc1C(=O)N1CCC2(CC1)c1ccccc1[C@@H](N)[C@@H]2O | i

Gathered by group: the compounds so far containing a furan ring, fused or not (2)
mol | FECH block
O=C(NC1COC2(CCCCC2)C1)c1ccco1 (stereo unspecified) | i
COc1cccc(-c2c(Nc3ccccc3C)oc3c2c(=O)n(C)c(=O)n3C)c1 | i

More structures follow.
mol | FECH block
CCc1nc(CN(C)CC2COc3ccccc3O2)c(C)[nH]1 (stereo unspecified) | i
CCOc1ccc(CC(=O)Nc2ccc(Cl)c(N3CCCS3(=O)=O)c2)cc1 | i
O=c1cc(CN2CCCCC2)nc2nc(NCc3ccccc3)[nH]n12 | i
COc1ccc(S(=O)(=O)N2CCN(c3cc(-c4ccc(F)cc4)ncn3)CC2)cc1Cl | i
CCn1ccc(-c2c(-c3ccccc3)ncn2C(c2nccn2C)C2CC2)n1 (stereo unspecified) | i
COc1cccc(-c2cc(N3CCN(S(=O)(=O)c4ccc(F)cc4)CC3)ncn2)c1 | i
NC(=O)C1(N2CCCCC2)CCN(S(=O)(=O)NCc2ccccc2)CC1 | i
CCOC(=O)Cn1c(=O)n(-c2ccc(F)cc2)c2nc(-c3ccc(C)cc3C)nc(C(N)=O)c21 | i
Cn1c(=O)n(Cc2cccc(Cl)c2)c(=O)c2cnc(-c3cccnc3)nc21 | i
Cc1ccc(C(=O)Nc2cc(C)nn2-c2ncnc3c2cnn3-c2cccc(C)c2C)cc1 | +
CNC(=O)C1CCC(Cn2c(=O)c3sccc3n(CC(=O)Nc3ccc(C(C)=O)cc3)c2=O)CC1 (stereo unspecified) | i
FC(F)(F)CCc1ccnc(NCc2cnc3c(c2)CCC3)n1 | i

Brought forward from above: 6 compounds, followed by the next part.
mol | FECH block
NC(=O)C1(N2CCCCC2)CCN(S(=O)(=O)NCc2ccccc2)CC1 | i
CCOC(=O)Cn1c(=O)n(-c2ccc(F)cc2)c2nc(-c3ccc(C)cc3C)nc(C(N)=O)c21 | i
Cn1c(=O)n(Cc2cccc(Cl)c2)c(=O)c2cnc(-c3cccnc3)nc21 | i
Cc1ccc(C(=O)Nc2cc(C)nn2-c2ncnc3c2cnn3-c2cccc(C)c2C)cc1 | +
CNC(=O)C1CCC(Cn2c(=O)c3sccc3n(CC(=O)Nc3ccc(C(C)=O)cc3)c2=O)CC1 (stereo unspecified) | i
FC(F)(F)CCc1ccnc(NCc2cnc3c(c2)CCC3)n1 | i
Cc1csc(SCC(=O)N2CCC(Cc3cccc(C(N)=O)c3)C2)n1 (stereo unspecified) | i
Cc1ccc(CNc2nc(-c3nnc(-c4ccc(C)cc4)o3)nc3ccccc23)cc1 | i
O=C(C1CCCN(C2CCN(S(=O)(=O)c3cccs3)CC2)C1)N1CCCC1 (stereo unspecified) | i
O=C(NCCN1CCCOC1=O)C1CCN(Cc2ccco2)CC1 | i
Cc1[nH]nc(-c2ccc(S(=O)(=O)Nc3ccc(S(N)(=O)=O)cc3)s2)c1C | i
C=CCNc1ccccc1C(=O)NC1CCN(S(C)(=O)=O)CC1 | i
Cc1ccc(NC(=O)Nc2c(C)nc3nc(C4CC4)[nH]n3c2=O)cc1C | i
CC(C)(C)CNC(=O)c1nc[nH]c1C(=O)NCC(C)(C)C | i
CCN(Cc1nc(COC)no1)C(=O)c1ccccc1-c1ccccc1 | i
O=C(Cc1ccncc1)N1CCc2nnc(CCc3ccccc3)n2CC1 | i
Cc1ccc(Nc2cc(C)nc(N3CCN(S(=O)(=O)c4cc(C)ccc4C)CC3)n2)cc1 | i
C=CCN(C(=O)Cn1c(=O)c2cnc(-c3ccccc3)nc2n(C)c1=O)c1ccccc1 | i

In the list so far, 2 contain a COOH group.
mol | FECH block
COc1ccc(-c2[nH]ncc2CN2CCN(C)C(C(=O)O)C2)cc1OC (stereo unspecified) | i
Cc1ccc2ncccc2c1CN1CCN(C)C(C(=O)O)C1 (stereo unspecified) | i

Later entries.
mol | FECH block
CCc1ccc(-n2c(CN3CCN(S(=O)(=O)c4ccc(F)c(C)c4)CC3)nc3cccnc32)cc1 | i
CN(C(=O)Cn1c(=O)c2cnc(-c3ccccc3)nc2n(C)c1=O)c1ccccc1F | i
Cc1ccc(NC(C)C)c(C(=O)N2CCCCCC2)c1 | i
COc1cccc(OCC(=O)N2CCN(S(=O)(=O)c3cc4c5c(c3)CCN5C(=O)CC4)CC2)c1 | i
Cc1ccc(S(=O)(=O)N(Cc2ccccc2)Cc2nc3nc(C)cc(C)n3n2)cc1 | i
O=C1c2ccccc2C(=O)N1c1nc2n(n1)C(c1ccccc1)C=C(c1ccc(Br)cc1)N2 (stereo unspecified) | i
O=S(=O)(N1CCCC1)N1CCC2(CCCN(Cc3ccc(F)cc3)C2)C1 (stereo unspecified) | i
O=C(CN1CCN(Cc2ccc(F)cc2Cl)S1(=O)=O)Nc1ccccc1 | i
Cc1ccc2nc(NCC(c3cccnc3)N3CCOCC3)cc(C)c2c1 (stereo unspecified) | i
CCOc1ccc(N(Cc2nc3nc(C)cc(C)n3n2)S(C)(=O)=O)cc1 | i
CCCC(=O)Nc1cccc(C(=O)NC(C)Cc2cnccn2)c1 (stereo unspecified) | i
CCn1c(=O)n(-c2ccc(C)c(C)c2)c2nc(-c3ccc(F)cc3F)nc(C(N)=O)c21 | i
Cc1nc(S(=O)(=O)N2CC(c3cccnc3)C2)cn1C | i
NC(=O)c1ccccc1-n1cc(-c2cccc(C(=O)O)c2)cn1 | i
CCC(C)NS(=O)(=O)c1ccc(N2C(=O)CCS2(=O)=O)cc1 (stereo unspecified) | i
COc1ccc(NC(=O)NCCc2nc3cccnc3n2Cc2ccc(C)cc2)cc1OC | i
CN(C)CCn1c(=O)c2cnc(-c3ccc(Cl)cc3)nc2n(C)c1=O | i
CS(=O)(=O)N1CCC(n2c(C(F)(F)F)nc3cccnc32)CC1 | i
Cc1ccc(C)c(S(=O)(=O)N2CCN(c3nc(C)cc(N(C)C)n3)CC2)c1 | i
CCn1c(=O)n(Cc2ccccc2C)c(=O)c2cnc(-c3ccc(OC)cc3)nc21 | i
CCC(=O)Nc1ccc(S(=O)(=O)NCc2nc3cccnc3n2C2CC2)cc1 | i
CCOc1ccc(-c2cnc(-c3cccc(OCC(N)=O)c3)[nH]2)cc1 | i
COc1ccc(-n2c(Cc3ccccc3F)n[nH]c2=O)c(OC)c1 | i
COc1cc(C(=O)Nc2cc(C)ccc2OCc2cc(=O)n3oc(C)cc3n2)cc(OC)c1OC | i

Next part:
| mol | FECH block |
| --- | --- |
| Cc1cc(C)n(C(C)c2n[nH]c(CC(C)C)n2)n1 (stereo unspecified) | i |
| Cc1ccc(-c2nnc(-c3nc(Nc4cccc(C)c4)c4ccccc4n3)o2)cc1 | i |
| COc1ccc(CNC(=O)c2cc3n(n2)CC(C)(C(=O)NCc2ccc(F)cc2)N(C)C3=O)c(OC)c1 (stereo unspecified) | i |
| O=C(NC1CCc2[nH]ncc2C1)c1cccc(CC2CCNCC2)c1 (stereo unspecified) | i |
| CCc1cccc(OCCCN(C)C(=O)c2ccc(=O)n(C)c2)c1 | i |
| COc1ccc(CC2CN(C/C=C/c3ccccc3)CCO2)cc1 (stereo unspecified) | i |
| COc1cccc(Nc2ncnc3sc(C)c(S(=O)(=O)N4CCCCC4)c23)c1 | i |
| Cc1ccc(C2=CC(c3ccc(C)cc3)n3nc(NC(=O)CC(C)C)nc3N2)cc1 (stereo unspecified) | i |
| CCN1CCN(c2nc(Nc3ccc(C)cc3)c3cnn(-c4ccccc4)c3n2)CC1 | i |
| CCCN(C(=O)C1CCCN(c2ncnc3c2nc2n3CCCCC2)C1)c1ccccc1C (stereo unspecified) | i |
| CC(=O)Nc1ccc2nc(CN(Cc3ccccc3)Cc3nccs3)ccc2c1 | i |
| CC(=O)N1CCc2c(nc(C)nc2NCc2nc(C)c3c(n2)CCCC3)C1 | i |
| COC(=O)[C@@H]1C[C@@H](O)CN1Cc1cc(=O)oc2cc(C)c(C)cc12 | i |
| Cc1nnsc1CN(C)Cc1ncc[nH]1 | i |
| Cc1ccc(S(=O)(=O)N(Cc2nc3nc(C)cc(C)n3n2)c2ccccc2)cc1 | i |
| O=C(O)CCCc1nc2cccnc2n1-c1ccccc1 | i |
| CS(=O)(=O)c1ccc(C2CC(=O)Nc3c2cnn3CC2CCCCC2)cc1 (stereo unspecified) | i |
| Cc1nc(CNC(=O)C(C)Cn2cccn2)cs1 (stereo unspecified) | i |
| Cc1cccc(NC(=O)CN2CCCN(Cc3ccccc3)S2(=O)=O)c1 | i |
| CN(CCNC(=O)CC1CCN(S(=O)(=O)c2ccccc2)CC1)Cc1ccccc1 | i |
| COc1ccc(NC(=O)CN2CCN(Cc3cccc(C)c3)S2(=O)=O)cc1 | + |
| OCCCc1nc2ccccc2n1-c1ccc2[nH]ccc2c1 | i |
| CCOC(=O)N1CCC(N2CCN(c3ccc(C(N)=O)cn3)CC2)CC1 | i |
| CCn1c(C2CCCN(C(=O)CCN3CCCO3)C2)nn(C)c1=O (stereo unspecified) | i |
| Cc1ccc(S(=O)(=O)Nc2nc3n(n2)C(c2c(F)cccc2Cl)C=C(c2ccccc2)N3)cc1 (stereo unspecified) | + |
| CCCc1cc(Sc2ccc(NC(=O)Nc3ccc(OC)cc3)cc2)n2ncnc2n1 | i |
| Cc1ccc(C(=O)Nc2cnc3n2CCCC3)cc1N1CCNC1=O | i |
| Cc1nn(CC(=O)O)c2c1C(c1sc3ccccc3c1C)CC(=O)N2 (stereo unspecified) | i |
| CCCN1CCN(CCNC(=O)C2CCN(c3ccc(-c4cccs4)nn3)CC2)CC1 | i |
| CNC(=O)[C@@H]1C[C@@H](N)CN1Cc1cc2c(cc1OC)OCCCO2 | i |
| CCOc1cc(CNC(=O)c2ccccc2NC(=O)c2nsc3ccccc23)ccc1OC | i |
| Cc1ccc(N2C(=O)CCS2(=O)=O)cc1S(=O)(=O)Nc1cccc(F)c1 | i |
| COc1ccccc1CNC(=O)c1nc[nH]c1C(=O)NCc1ccccc1OC | + |
| CC1(C(=O)NC2CCCC2)COc2c(oc3ccccc23)C(=O)N1Cc1cccc(F)c1 (stereo unspecified) | i |
| CCOC(=O)Cn1c(=O)n(-c2ccc(F)cc2)c2nc(-c3cccc(F)c3F)nc(C(N)=O)c21 | i |
| Cc1cc(C)n2nc(CN(C(=O)C(C)C)c3ccccc3Cl)nc2n1 | i |
| COc1ccc(Nc2cc(C)nc(Nc3ccc(NC(=O)CCCc4ccccc4)cc3)n2)cc1 | i |
| C=CC[C@@H]1CC=C[C@@H](C)N1C(=O)COc1ccc(F)cc1 | i |
| CC(=O)N1CCc2c(sc(NC(=O)c3ccc(Cl)s3)c2-c2nc3ccccc3s2)C1 | i |
| Cc1cc(N2CCN(c3ccc(F)cc3)CC2)n2nc(-c3cccnc3)nc2n1 | i |
